# rat GALR2 agon: GALR2 (rat) receptor agonism. cell-based GALR2 agonist screen. activation, % at 10 µM. 0.5% of 16,000 active. AID 833; in the data active means activation above about 15%
# Nox1 inhibitor: human Nox1 inhibition; Q9Y5S8; HT29 cells, luminol chemiluminescence ROS; inhibition, % at 6.7 µM; 0.81% of 16,000 active
# TLR4-MyD88 inh: inhibitors of human TLR4-MyD88 binding | inhibition, % at 10 µM | AID 811 | O00206 | Cell-based TLR4-MyD88 binding inhibition assay | 0.06% of 16,000 active; in the data active means inhibition above about 45%
# S1P1 ag: activates the human S1P1 receptor; S1P1 agonist cell-based reporter assay; activation, % at 4.5 µM; 1.5% of 16,000 active; AID 1044; in the data active means activation above about 80%
# Target sequence (P21453 whole entry, looked up): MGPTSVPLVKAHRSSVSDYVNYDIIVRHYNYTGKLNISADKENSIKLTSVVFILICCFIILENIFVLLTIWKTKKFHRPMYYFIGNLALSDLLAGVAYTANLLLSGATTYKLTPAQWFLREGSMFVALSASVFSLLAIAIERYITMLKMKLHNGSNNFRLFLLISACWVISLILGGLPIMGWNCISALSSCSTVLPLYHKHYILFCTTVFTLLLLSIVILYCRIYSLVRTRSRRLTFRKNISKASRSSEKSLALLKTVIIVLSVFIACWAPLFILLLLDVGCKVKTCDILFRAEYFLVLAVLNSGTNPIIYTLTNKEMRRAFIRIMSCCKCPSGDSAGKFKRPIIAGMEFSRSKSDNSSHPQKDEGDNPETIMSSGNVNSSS
# OPRK1 antag MB: OPRK1 (human) antagonism, Maybridge screen. P41145. inhibition, % at 9 µM. AID 652031. OPRK1 cells, antagonist mode, fluorescence readout. 0.4% of 16,000 active; in the data active means inhibition above about 50%
# Target sequence (P41145 whole entry, looked up): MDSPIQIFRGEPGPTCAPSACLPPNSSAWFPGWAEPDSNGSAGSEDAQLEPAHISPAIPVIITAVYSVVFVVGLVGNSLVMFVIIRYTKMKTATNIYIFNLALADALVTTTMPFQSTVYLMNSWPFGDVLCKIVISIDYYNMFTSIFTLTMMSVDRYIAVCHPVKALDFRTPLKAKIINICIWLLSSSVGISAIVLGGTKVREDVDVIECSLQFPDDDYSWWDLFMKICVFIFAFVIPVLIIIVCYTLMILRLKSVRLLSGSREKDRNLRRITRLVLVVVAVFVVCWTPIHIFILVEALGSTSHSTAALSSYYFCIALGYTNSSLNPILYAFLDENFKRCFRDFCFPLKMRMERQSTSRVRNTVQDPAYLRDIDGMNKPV
# luminol inh ctr: quenches luminol chemiluminescence in Nox1 counter-screen. HRP/luminol/H2O2 chemiluminescence counterscreen. inhibition, % at 6.7 µM. 0.4% of 16,000 active. AID 1823; further: reference of the scale not given here
# NOTCH ag: activates NOTCH signaling in reporter cells. NOTCH signaling luciferase reporter cells, luminescence. activation, % at 2.5 µM. 0.4% of 15,000 active; in the data active means activation above about 2.2%
# PME-1 Maybr inh: Maybridge compound blocking human PME-1 | Q9Y570 | recombinant PME-1, FP-Rh probe fluorescence polarization | inhibition, % at 9 µM | 0.5% of 16,000 active | AID 2291; in the data active means inhibition above about 30%
# * marks the source's active call; other numbers are inactive results; . = not tested or not shown. Unless noted, no stated cut-off is given here; in the data, active means inhibition above about 75%; inactive means the rest. This is a random part of the collection; overall some 4.3% were active at least once.
no.	canonical_smiles	rat GALR2 agon	Nox1 inhibitor	TLR4-MyD88 inh	S1P1 ag
1	ON=C(c1cccs1)c1cccs1	-9.5	10.6	0.0	-6.5
2	Cc1nccc(-c2cccc([N+](=O)[O-])c2)n1	-4.8	17.1	-0.1	16.0
3	CC(=O)OCC(=O)[C@@]1(O)[C@H](C)CC2C3CCC4=CC(=O)C=CC4(C)C3=CCC21C (stereo partly drawn)	-2.5	-55.0	-5.0	14.9
4	O=C1OC(c2ccccc2)=N/C1=C/C=C/c1ccccc1	-6.1	-16.1	-5.1	-2.7
5	CN1CCN(c2ccc(CNC(=O)C3CCCCC3)cc2)CC1	-3.3	-76.0	9.1	-29.0
6	CCOC(=O)/C(C#N)=C/Nc1ccc2oc(=O)c(NC(C)=O)cc2c1	-10.1	0.0	4.4	-5.3
7	N#Cc1c(-c2cccs2)oc(-n2cccc2)c1-c1cc(Br)cs1	-4.4	-25.7	6.4	-26.5
8	C#CCSc1n[nH]c(=S)s1	-5.7	15.8	-0.5	-4.0
9	Cn1ncc2c(c(S(=O)(=O)Cc3ccc(Cl)cc3Cl)nn2C)c1=O	-4.0	-16.0	-1.6	-10.0
10	COc1nc(Nc2ccccc2)nc(OC)n1	-7.8	-44.7	-4.8	-19.4

no.	OPRK1 antag MB	luminol inh ctr	NOTCH ag	PME-1 Maybr inh
1	-1.3	-8.1	-0.9	4.4
2	13.6	-6.0	-0.4	6.5
3	0.2	-0.4	.	5.5
4	23.3	-1.5	-0.5	-12.0
5	2.8	1.1	-0.7	-4.7
6	-8.6	3.1	.	-2.3
7	8.5	1.0	-0.5	-56.1
8	18.7	1.3	.	4.4
9	-4.0	-5.1	-1.0	-1.5
10	-18.6	-1.0	-0.6	-0.2

# The list continues:
no.	canonical_smiles	rat GALR2 agon	Nox1 inhibitor	TLR4-MyD88 inh	S1P1 ag
11	Nc1nc(C(F)(F)F)c(-c2cccc(C(F)(F)F)c2)s1	-4.3	-16.7	7.4	7.5
12	O=C(O)CC1(CC(=O)NCc2ccoc2)CCCCC1	-9.4	-33.0	2.6	11.0
13	O=C1C2C3C=CC(O3)C2C(=O)N1OCc1ccc(OC(F)(F)F)cc1 (stereo not drawn)	-2.8	-6.8	4.1	-12.5
14	O=C(CSc1n[nH]c(=O)n1Cc1ccco1)Nc1ccccc1	-8.4	-52.5	-1.0	-5.8
15	O=c1[nH]c2ccccc2c(=O)n1CCNc1cccc(Cl)c1	3.1	-57.3	0.6	-4.2
16	N#C/C(=N\O)S(=O)(=O)c1ccccc1	3.4	-6.8	-4.1	0.8
17	CN=C(Nc1ccc(C)cc1C)SC	-1.8	-2.6	-0.3	-5.9
18	CC1(C)OC(=O)C(=Cc2c[nH]c3ccccc23)C(=O)O1	-5.2	-35.3	2.5	6.3
19	O=C(NCCNc1ccc(C(F)(F)F)cc1[N+](=O)[O-])c1cccnc1Oc1ccccc1	-3.2	-35.7	13.4	1.2
20	CSc1cccc(NC(=O)CN2CCN(CC(=O)Nc3cccc(SC)c3)CC2)c1	-7.3	8.8	-4.9	-2.2

no.	OPRK1 antag MB	luminol inh ctr	NOTCH ag	PME-1 Maybr inh
11	2.2	-1.8	0.7	2.8
12	8.0	2.9	-0.6	-1.7
13	7.1	0.2	0.4	-1.5
14	-1.8	3.1	.	-3.4
15	-10.5	0.1	-0.3	2.5
16	2.2	2.3	0.2	2.3
17	12.4	-2.2	0.1	1.8
18	-1.3	0.8	-0.5	4.8
19	-0.2	0.0	-0.7	0.2
20	-14.1	-5.8	-0.3	9.7

# More records follow:
no.	canonical_smiles	rat GALR2 agon	Nox1 inhibitor	TLR4-MyD88 inh	S1P1 ag
21	Brc1ccc2c(c1)OCCOCCOCCOCCO2	-2.0	-31.5	5.4	5.0
22	CCOC(=O)c1cccc(-n2sc(=O)n(C3Cc4ccccc4C3)c2=O)c1	-2.2	-62.5	-4.9	0.9
23	Cc1nc(N)[nH]c(=O)c1Oc1ccc(Cl)cc1	-6.0	-11.8	-4.0	-19.3
24	CCOC(=O)c1cnn(-c2ncnc3c2cnn3-c2ccccc2)c1N	-4.0	-22.4	-2.2	47.4
25	Cc1cc(C)c2c(=O)[nH]sc2n1	-8.4	-21.1	1.6	0.6
26	Cc1onc(-c2ccccc2)c1CNC(=O)Nc1cccc(Cl)c1	-6.1	-3.0	2.3	0.2
27	O=[N+]([O-])c1ccc(CSc2ccccn2)cc1	-3.8	-2.3	-5.8	-4.2
28	CC(=O)Nc1ccc(S(=O)(=O)N2CCCc3ccccc32)cc1	-4.9	-5.6	-5.8	16.5
29	O=C(O)Cc1csc2ccccc12	-6.0	15.1	-4.7	2.1
30	O=C(O)c1ccc(N=Cc2cccs2)cc1	-6.7	-25.6	-3.2	-11.0

no.	OPRK1 antag MB	luminol inh ctr	NOTCH ag	PME-1 Maybr inh
21	-22.1	2.4	0.0	-1.7
22	12.2	0.9	-0.1	-1.8
23	2.7	-7.9	-0.9	7.0
24	-31.6	0.8	0.2	-2.9
25	-9.0	-2.9	2.8*	-2.6
26	8.7	-3.7	-5.9	-1.9
27	15.9	-2.7	-0.2	0.9
28	17.4	-2.6	0.6	3.4
29	-3.6	-1.0	0.5	-0.1
30	1.4	-0.8	-0.6	1.5

# The results go on.
no.	canonical_smiles	rat GALR2 agon	Nox1 inhibitor	TLR4-MyD88 inh	S1P1 ag
31	c1ccc2c(c1)nc1c2ccc2[nH]onc21	-5.1	-86.0	8.4	-9.7
32	CC1(C)CC(=O)C(Sc2ccc([N+](=O)[O-])cc2)=C(OC(=O)c2ccc(F)cc2)C1	-4.7	-48.5	-2.8	9.7
33	N#Cc1ccc(N2CCS(=NS(=O)(=O)c3ccc(Cl)cc3)CC2)c([N+](=O)[O-])c1	-5.9	-10.8	-140.6	14.5
34	C#CC(CC)(CC)NC(=O)C(CC)c1ccccc1 (stereo not drawn)	-2.8	-35.7	7.1	0.8
35	O=C(OCc1ccccc1)C(O)C(O)C(=O)OCc1ccccc1 (stereo not drawn)	-2.4	-36.6	-4.8	-14.0
36	O/N=C1\COc2ccccc2O1	-6.2	-18.7	-0.5	1.5
37	O=S(=O)(CCS(=O)(=O)c1ccccn1)c1ccc(Cl)cc1	-4.4	27.2	-16.3	0.3
38	O=S(=O)(NC1CCCc2ccccc21)c1cccc2nonc12 (stereo not drawn)	-4.2	-40.1	10.1	3.1
39	CN(C)C(=S)Nc1ccc(Br)cc1Cl	-3.7	-5.3	-2.8	-22.6
40	Cc1ccccc1-n1c(N)cc(=O)n(Cc2ccccc2)c1=O	-6.0	-3.5	-1.1	-16.3

no.	OPRK1 antag MB	luminol inh ctr	NOTCH ag	PME-1 Maybr inh
31	-12.4	-0.2	0.2	0.4
32	-1.3	5.1	-0.4	-2.9
33	1.5	0.8	0.0	15.0
34	-3.8	-1.8	-0.1	3.4
35	-15.0	-1.9	-0.3	2.8
36	17.0	2.9	-1.1	-0.7
37	2.6	-3.3	0.5	7.2
38	-0.3	-1.0	-0.2	6.4
39	12.1	3.4	-0.3	-1.2
40	5.0	-2.1	.	-1.9

# Copied from the list.
# CC1(C)CC(=O)C(Sc2ccc([N+](=O)[O-])cc2)=C(OC(=O)c2ccc(F)cc2)C1 @ Nox1 inhibitor = -48.5
# O/N=C1\COc2ccccc2O1 @ OPRK1 antag MB = 17.0
# c1ccc2c(c1)nc1c2ccc2[nH]onc21 @ TLR4-MyD88 inh = 8.4

# The list continues.
no.	canonical_smiles	rat GALR2 agon	Nox1 inhibitor	TLR4-MyD88 inh	S1P1 ag
41	Cc1ccc(C)n1-c1ccsc1C(=O)NN	-5.5	-35.9	-6.9	-18.9
42	CC(C)(C)c1csc(N/N=C/c2cccs2)n1	-6.6	27.7	5.2	10.5
43	O=[N+]([O-])c1cc(C(F)(F)F)cc([N+](=O)[O-])c1Sc1ncc2ccccn12	5.2	102.3*	2.4	-14.7
44	O=C(Oc1cccc2[nH]ccc12)c1ccc(C(F)(F)F)cc1	1.9	79.5*	3.7	-6.8
45	CC(C)Cc1ccc(C2=CC(c3ccc(C#N)cc3)C(C(N)=O)C(=O)N2)cc1 (stereo not drawn)	-5.2	4.8	-10.9	0.9
46	CCc1cn[nH]c1-c1c(F)cccc1F	-3.9	-17.6	-2.5	-4.1
47	c1ccc(-c2nsc(NC3Cc4ccccc4C3)n2)cc1	-9.0	8.1	-6.4	-8.9
48	CCOC(=O)c1c(F)c(F)c(S(C)(=O)=O)c(F)c1F	-7.2	-16.2	-22.6	17.0
49	N#Cc1cn(C2CCCCC2)c(=O)[nH]c1=O	-4.7	23.7	1.7	15.6
50	NC(N)=N/N=C\c1cc([N+](=O)[O-])cc(Cl)c1O	1.9	-16.7	3.8	-2.5

no.	OPRK1 antag MB	luminol inh ctr	NOTCH ag	PME-1 Maybr inh
41	-1.3	5.6	0.2	-2.8
42	0.1	-3.8	-0.7	9.0
43	10.8	1.0	.	2.0
44	19.9	0.3	-0.6	2.8
45	-13.2	-7.4	-0.5	3.2
46	4.9	-1.9	-4.7	2.2
47	-18.3	-7.2	0.0	-1.9
48	-13.1	-3.0	-0.2	2.0
49	31.8	-3.4	-0.6	6.8
50	2.3	32.0	-0.7	16.0

# More entries
no.	canonical_smiles	rat GALR2 agon	Nox1 inhibitor	TLR4-MyD88 inh	S1P1 ag
51	NNC(=O)COc1ccc(OC(F)(F)F)cc1	-4.2	-43.2	-0.3	-0.9
52	Cc1cc(N/N=C/C=C/c2ccccc2)c([N+](=O)[O-])cc1[N+](=O)[O-]	-1.1	-48.9	.	-5.9
53	O=C(CSCCS(=O)(=O)c1ccc(Cl)cc1)N1CCCCC1	-5.3	8.9	-6.7	16.3
54	Nc1nc(N)c2c(Oc3ccc(F)cc3)cccc2n1	-4.0	-72.3	10.2	-14.4
55	Cc1onc(-c2c(Cl)cccc2Cl)c1C(=O)NCc1cc(F)cc2c1OCOC2	-6.0	-10.9	-5.2	-0.4
56	N#C/C(=C\c1c(F)cccc1Cl)c1cccc(Cl)c1	-8.8	-32.9	-10.2	35.7
57	O=c1[nH]cc(N2CCCCCC2)c(=O)[nH]1	-5.0	-41.0	0.0	0.8
58	CC(=O)Nc1cc(C(F)(F)F)cc(C(F)(F)F)c1	-7.8	6.8	-7.7	-14.0
59	C=CCn1c(N)c(C(=O)N/N=C/c2ccc(Cl)cc2Cl)sc1=S	-8.3	-20.0	13.8	23.4
60	CCN(CC)CCN1CNC(=S)NC1	-7.8	-28.6	-0.5	9.8

no.	OPRK1 antag MB	luminol inh ctr	NOTCH ag	PME-1 Maybr inh
51	-6.0	4.5	-0.7	-5.2
52	-12.3	0.4	-0.4	1.6
53	-11.4	-6.9	.	1.2
54	3.0	-0.9	-0.3	5.9
55	-22.4	1.6	-0.1	2.5
56	4.3	1.6	0.0	-5.8
57	4.3	-0.3	-0.3	0.1
58	7.0	-3.0	-0.2	4.0
59	39.7	-1.5	.	5.9
60	-10.7	3.6	-0.3	-6.2

# Entries by screen from above:
# NOTCH ag, entries 51 to 60, in order: -0.7, -0.4, ., -0.3, -0.1, 0.0, -0.3, -0.2, ., -0.3
# PME-1 Maybr inh, entries 51 to 60, in order: -5.2, 1.6, 1.2, 5.9, 2.5, -5.8, 0.1, 4.0, 5.9, -6.2

# Continued.
no.	canonical_smiles	rat GALR2 agon	Nox1 inhibitor	TLR4-MyD88 inh	S1P1 ag
61	Cc1cc(C(=O)Nc2nc3ccc(Cl)cc3s2)nn1C	-4.1	-36.9	9.9	102.5*
62	O=C(Nc1scc2c1c(=O)oc1ccccc12)c1cccs1	-0.1	-47.2	11.7	20.0
63	N#CSCc1ccc(C#N)cc1	-1.1	10.2	-0.1	-3.1
64	O=S(=O)(c1ccc2c(c1)OCCO2)N1CCN(c2ccc(C(F)(F)F)cn2)CC1	-7.7	-13.2	0.4	-0.2
65	CC(=O)Nc1nc(C)c(Oc2cccc(C(F)(F)F)c2)c(=O)[nH]1	-9.0	-4.8	-5.8	-9.9
66	Cc1[nH]c(=S)c(C#N)c(C)c1CCC#N	-5.5	-2.2	2.6	4.9
67	O=C(O)C(F)(F)C12OC3C4C5CC(C6C5C3C61)C42 (stereo not drawn)	-4.3	-31.1	8.0	13.0
68	c1ccc2c(c1)NC(c1c[nH]c3ccccc13)N2	-6.7	20.0	9.0	8.4
69	CN(C)c1ccc(/C=N/OC(=O)Nc2ccc(C(F)(F)F)cc2)cc1	-3.4	44.2	-5.3	12.3
70	CCCc1c(C(=O)Nc2ccc(Cl)cc2)cnn1C	-5.0	-57.5	8.7	5.0
71	COC(=O)c1cc(NC(=O)c2c(-c3c(Cl)cccc3Cl)noc2C)ccc1N1CCOCC1	-5.2	-14.2	-0.2	-1.1
72	O=C(Nc1cccc(-c2ncon2)c1)c1cccs1	-2.4	-86.4	-9.9	-5.3

no.	OPRK1 antag MB	luminol inh ctr	NOTCH ag	PME-1 Maybr inh
61	1.1	-2.9	-0.7	7.7
62	11.6	2.9	-0.3	-6.1
63	-0.7	-6.9	-0.1	7.4
64	-9.6	-0.6	-0.3	27.1
65	3.5	2.1	-0.4	-0.8
66	-8.7	9.6	-0.4	2.3
67	15.9	1.9	0.2	-2.1
68	11.4	-7.6	-0.2	7.2
69	2.1	-64.2	-0.7	-4.7
70	12.7	3.0	-0.7	1.1
71	24.6	-1.4	-0.4	-7.7
72	-10.3	9.3	-1.0	-2.0

# Bioassay records (PubChem BioAssay)
